MITF TRPM1 HTS: MITF TRPM1 promoter activation in melanoma cells. SK-MEL-5 TRPM1-promoter luciferase, 24 h; % of positive control, neutral wells = 0. activation, % at 12.5 µM. 0.75% of 300,000 active;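 active = mean activation of at least 80% with every replicate also reaching 80%; inconclusive = mean reaches 80% but some replicate falls short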;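 also: 0% = neutral control wells and 100% = parthenolide positive control wells; values of inactives mirror those of a sister screen read the other way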
CAL PDZ FP-1: CAL PDZ (human) peptide binding inhibition | AID 602252 | 0.92% of 300,000 active | inhibition, % at 24.9 µM | purified CAL PDZ, TMR-peptide fluorescence polarization, 1 h;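 active = mean inhibition of at least 30% with at least half of replicates also reaching 30%; inconclusive = no clear call, values can overlap the other calls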;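 also: 0% = DMSO neutral control and 100% = excess unlabeled competitor peptide PRC23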
dFosB act: enhances mouse delta FosB homodimer DNA binding; purified delta FosB, TAMRA-CDK5 oligo fluorescence polarization; percent of positive-control signal above neutral wells; activation, % at 25 µM; 0.99% of 340,000 active;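 active = mean activation above about 17%, with every replicate also reaching it, limit read from the data, passing the limit was not always enough; inconclusive = only one of the two conditions met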;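 also: fluorescence polarization rise as delta FosB binds a TAMRA Cdk5 AP-1 oligo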
Rtt109 HAT inh: inhibitors of Candida albicans Rtt109/Vps75 histone acetyltransferase. purified Rtt109/Vps75, ThioGlo CoA-SH fluorescence, 4 h. inhibition, % at 34.9 µM. 0.16% of 330,000 active. AID 540336;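 active = inhibition of at least 50% in every replicate; inconclusive = best replicate reaches 50% inhibition but some replicates fall short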
Target sequence (Q5AAJ8 whole entry, looked up): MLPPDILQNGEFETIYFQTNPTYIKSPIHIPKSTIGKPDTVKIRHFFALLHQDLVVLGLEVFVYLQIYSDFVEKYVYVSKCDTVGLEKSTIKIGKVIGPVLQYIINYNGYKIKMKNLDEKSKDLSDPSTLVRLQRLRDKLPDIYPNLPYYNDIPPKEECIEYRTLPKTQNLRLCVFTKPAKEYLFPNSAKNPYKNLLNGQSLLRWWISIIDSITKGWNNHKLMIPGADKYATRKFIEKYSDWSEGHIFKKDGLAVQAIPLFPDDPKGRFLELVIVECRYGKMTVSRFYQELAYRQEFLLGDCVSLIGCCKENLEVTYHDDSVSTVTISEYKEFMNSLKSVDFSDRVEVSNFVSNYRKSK
Wnt act: activators of Wnt/beta-catenin signaling; Wnt/beta-catenin reporter cell assay, activator, plate reader; 1.2% of 300,000 active; activation, % at 9.35 µM; AID 743398; in the data active = activation above about 30%, passing the limit was not always enough; inconclusive = no clear call, values can overlap the other calls;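 also: 0% = neutral control wells and 100% = positive control wells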
V-ATPase pH: regulators of yeast V-ATPase proton transport; AID 504577; 0.37% of 350,000 active; response, % at 10 µM; S. cerevisiae, pHLuorin cytosolic pH fluorescence; in the data active = response mostly above about 7.3%, no sharp cut-off; inactive = mostly below about 5.4%; also: actives read high; inactives centre near 0; some compounds called inactive have numbers as strong as hits; reference of the scale not given here
CDK5 p35 inh: inhibitors of human CDK5/p35 kinase; 0.01% of 330,000 active; inhibition, % at 10 µM; Q00535+Q15078; Recombinant CDK5/p35, ADP-Glo luminescence, 60 min;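 active = highest replicate inhibition of at least 50% and at least 75% of replicates reaching 50%; inconclusive = only one of the two criteria met; inactive = both criteria failed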;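 also: plate controls were DMSO neutral control for no effect and GW8510 at 10 µM for full effect; many of its hits are not listed in these tables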
Target sequence (Q00535 whole entry, looked up): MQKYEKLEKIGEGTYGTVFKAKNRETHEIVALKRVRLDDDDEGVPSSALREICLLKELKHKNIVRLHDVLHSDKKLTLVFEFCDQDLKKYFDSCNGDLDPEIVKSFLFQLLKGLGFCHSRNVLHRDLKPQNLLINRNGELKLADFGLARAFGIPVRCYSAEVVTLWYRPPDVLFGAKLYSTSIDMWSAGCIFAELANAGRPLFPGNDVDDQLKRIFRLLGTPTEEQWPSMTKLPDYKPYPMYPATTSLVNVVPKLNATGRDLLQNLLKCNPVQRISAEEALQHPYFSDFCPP
Target sequence (Q15078 whole entry, looked up): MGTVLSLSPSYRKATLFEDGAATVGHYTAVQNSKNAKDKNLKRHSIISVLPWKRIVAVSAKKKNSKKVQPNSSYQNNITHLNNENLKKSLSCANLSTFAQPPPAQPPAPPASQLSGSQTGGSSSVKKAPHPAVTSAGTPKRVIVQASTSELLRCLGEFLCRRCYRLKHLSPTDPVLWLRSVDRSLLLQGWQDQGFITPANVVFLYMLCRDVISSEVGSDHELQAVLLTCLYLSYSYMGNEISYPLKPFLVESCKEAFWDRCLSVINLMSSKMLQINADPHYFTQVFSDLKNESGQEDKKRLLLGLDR
CAL PDZ FP-2: human CAL PDZ-peptide interaction inhibition; 0.02% of 330,000 active; Q9HD26; purified CAL PDZ, TMR-peptide fluorescence polarization, 1 h; inhibition, % at 20 µM; AID 504414;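 active = highest replicate inhibition of at least 40%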;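 also: plate controls were DMSO neutral control wells for no effect and unlabeled competitor peptide control wells for full effect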
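Assay system – tagged CAL PDZ protein CerCALP, purified · Timing – 1 h at RT · Compound – single point, 20 µM · Measured by – fluorescence polarization from S- and P-plane intensities, G-factor corrected · Evaluation – inhibition from polarization loss · Probe or stimulus – TMR reporter peptide T*-PRC34 · Buffer or medium – pH 7.4 phosphate-saline buffer, reducing agent, detergent, IgG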
Tat export inh: E. coli Tat transport inhibition. inhibition, % at 10 µM. AID 488895. 0.036% of 340,000 active. E. coli MC4100 TorA-mCherry Tat export, fluorescence;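 active = mean replicate inhibition at least 50% and at least half of replicates individually reaching 50%; inconclusive = only one of the two criteria met; inactive = neither criterion met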;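 also: exported cargo escapes ClpAP degradation while cytoplasmic cargo is degraded and loses fluorescence; 0% = median of neutral control wells and 100% = median of NaSCN control wells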
cardiac RTF act: cardiac RTF calcium sensitization; P19429+P45379; IANBD-labeled TnC RTF fluorescence at EC20 calcium; 0% EC20 calcium, 100% full calcium; activation, % at 7.2 µM; 0.24% of 340,000 active;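 active = activation above the mean over all tested compounds plus 3 SD, cut at about 30% in these data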;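 also: rise in fluorescence read as greater calcium sensitivity of cardiac thin filaments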
Active calls of the source: *; ? = inconclusive; . = not tested or not shown.

SMILES	MITF TRPM1 HTS	CAL PDZ FP-1	dFosB act	Rtt109 HAT inh	Wnt act	V-ATPase pH	CDK5 p35 inh	CAL PDZ FP-2	Tat export inh	cardiac RTF act
O=C(c1cc(C2CC2)nn1-c1ccccc1)N1CCN(c2ccccc2O)CC1	-9	.	-3	2	4	-1	0.6	-0.2	6	3
N#CC1(C#N)OC12CCS(=O)(=O)c1ccccc12 (stereo unspecified)	-4	-2	-5	3	1	-1	1.7	0.3	-7	2
Cn1cc(Cl)nc1C(O)c1ccccc1 (stereo unspecified)	-6	-4	1	-2	1	-1	-0.2	-0.5	7	10
COc1cccc(C(N)=O)c1OC(=O)Cc1ccccc1F	-5	0	6	-4	-2	0	-0.3	-0.6	-2	-2
CC1=NNC(=O)C1CC(=O)N/N=C/C(C)=C/c1ccccc1 (stereo unspecified)	-7	1	5	1	0	-2	1.6	0.3	-3	3
COc1ccc(-c2csc(NC(=O)c3ccc(S(=O)(=O)N4CCc5ccccc5C4)cc3)n2)cc1	-22	-3	10	-5	-5	-2	-0.3	-1.7	-1	6
Cc1ccc(S(=O)(=O)c2cc(OC(=O)c3ccco3)ccc2OC(=O)c2ccco2)cc1	1	1	-7	10	-3	-2	-0.1	-1.9	7	5
CC(=O)NCCc1nc2cc(NC(=O)COc3cccc(C)c3)ccc2n1C	25	.	-2	11	3	-1	0.3	0.3	2	-5
CC(C)OC(=O)N(C)c1ccc(C(O)(C(F)(F)F)C(F)(F)F)cc1	19	-5	-10	55*	7	.	-1.3	-1.2	0	-26
CCc1ccc2c(c1)C(c1ccncc1)=NNC(c1ccccc1)=N2	24	8	-3	-2	15	1	0.4	-2.6	-1	-7
Fc1cccc(CCN2C(=S)NC[C@@H]2Cc2ccccc2)c1	7	-4	0	6	0	-3	-0.2	-0.9	-5	-2
CC(C)C[C@H]1CN=C(Nc2ccccc2)N1CC1CCCC1	17	1	-2	-3	-8	-1	-0.5	0.3	-3	-4
Cc1ccccc1OCC(=O)N/N=C/c1ccc(N2CCOCC2)o1	-11	-3	1	5	0	-4	-1.6	-0.2	13	-2
CC(C)CSc1nc(N2CCOCC2)c2c(c1C#N)CC(C)(C)SC2	.	.	-8	-2	-1	0	0.2	-0.1	1	-6
COc1ccc(C(=Cc2ccccc2[N+](=O)[O-])C(=O)O)cc1	18	.	5	0	49*	3	-1.5	0.6	4	-3
Cc1cc(C)n2c(SCC(=O)Nc3cccc(S(N)(=O)=O)c3)nnc2n1	-3	-4	2	0	-1	-2	-1.3	-0.7	15	1
COc1ccc2nc(SCc3cccc(C)c3)nc(C)c2c1	71	2	4	-1	48*	-3	-0.7	-1.1	0	0
CC(NC(=O)CSc1nc2ccc(N)cc2s1)c1ccccc1 (stereo unspecified)	-19	0	-5	2	2	1	-1.8	0.7	-1	-6
Cc1cc(C(=O)CN2C(=O)NC(C)(CC(C)C)C2=O)c(C)n1-c1ccc2c(c1)OCO2 (stereo unspecified)	7	-3	-5	3	-4	-1	-0.9	-0.5	5	2
CC[C@@H]1Cc2cc(O)ccc2C2=C1c1ccc(O)cc1C[C@H]2CC	-6	-1	-6	6	0	9	-3.3	-0.7	8	-2
O=C(CSc1ccc(Br)cc1)NC1CCCCCC1	17	.	-6	-4	0	-2	-3.8	-1.0	3	5
CCNC(=O)c1ccc(CSc2nc3ccccc3s2)cc1	60	-4	-14	-5	16	0	0.0	-2.6	1	-3
O=C(CCN1C(=O)C2CC=CCC2C1=O)Nc1cccc(Cl)c1 (stereo unspecified)	10	0	-6	1	0	-3	1.0	-3.0	-2	6
Cn1c(=O)c2c(ncn2CCOc2ccc(Br)cc2)n(C)c1=O	-3	-2	-8	0	-1	0	-1.6	-4.1	-2	-3

Some of these compounds in order of SMILES length, rising.
SMILES	MITF TRPM1 HTS	CAL PDZ FP-1	dFosB act	Rtt109 HAT inh	Wnt act	V-ATPase pH	CDK5 p35 inh	CAL PDZ FP-2	Tat export inh	cardiac RTF act
O=C(CSc1ccc(Br)cc1)NC1CCCCCC1	17	.	-6	-4	0	-2	-3.8	-1.0	3	5
O=C(CCN1C(=O)C2CC=CCC2C1=O)Nc1cccc(Cl)c1 (stereo unspecified)	10	0	-6	1	0	-3	1.0	-3.0	-2	6
Cc1cc(C)n2c(SCC(=O)Nc3cccc(S(N)(=O)=O)c3)nnc2n1	-3	-4	2	0	-1	-2	-1.3	-0.7	15	1

Later entries:
SMILES	MITF TRPM1 HTS	CAL PDZ FP-1	dFosB act	Rtt109 HAT inh	Wnt act	V-ATPase pH	CDK5 p35 inh	CAL PDZ FP-2	Tat export inh	cardiac RTF act
COC(=O)c1c(NC(=O)c2ccccc2[N+](=O)[O-])sc2c1CC(C)(C)NC2(C)C	15	-4	6	-9	-2	-3	-0.5	0.0	-7	5
COc1ccc(C(C(=O)NC2CCCC2)N(Cc2ccco2)C(=O)c2snc(C(N)=O)c2N)cc1OC (stereo unspecified)	10	-2	3	-1	0	-2	-1.0	-0.3	-5	-8
CC(C)OC(=O)CSc1nnc(-c2cnccn2)n1Cc1ccco1	3	0	-1	-5	.	-2	-0.3	-0.6	-10	-4
CSCc1ccc(C(=O)NCCSc2ccc(Br)cc2)cc1	108*	.	7	1	?	-2	-1.7	-0.8	-8	-2
CCN(c1cccc(C)c1)S(=O)(=O)c1csc(C(N)=O)c1	5	24	-9	-3	1	0	1.3	-0.3	-18	-1
Nc1cc(Cl)ccc1C(=O)OCC(=O)N1CCCCCC1	73	.	-3	-13	9	2	-1.1	0.7	-2	-3
Cc1ccc(CNC(=O)C2CCCN(S(=O)(=O)c3cccc4nonc34)C2)cc1 (stereo unspecified)	-7	-1	?	-1	0	-3	3.8	-1.8	1	-3
Cc1nc(NC(=O)CSc2nnc(-c3ccccc3)c(-c3ccccc3)n2)c(Cl)cc1Cl	10	0	-3	1	-2	-3	-6.4	-1.5	4	1
c1ccc2nc(-c3nc4ccccc4[nH]3)ccc2c1	-18	-1	0	2	.	1	0.2	0.3	9	-7
CN(Cc1cccc(F)c1)C(=O)c1ccc(NS(=O)(=O)c2ccc3[nH]c(=O)[nH]c3c2)cc1	-2	-4	-8	12	-1	-1	1.7	-4.0	5	-2
C/C(=N/NC(=O)c1ccc2nc[nH]c2c1)c1cccs1	52	9	2	-3	17	4	1.0	-1.1	-2	4
C=C1CCN(C(C(=O)OC)C(C)C)S(=O)(=O)c2ccc(F)cc21 (stereo unspecified)	-5	-2	1	4	0	-7	0.5	1.4	1	1

A section taken from the entries so far, for reference:
SMILES	MITF TRPM1 HTS	CAL PDZ FP-1	dFosB act	Rtt109 HAT inh	Wnt act	V-ATPase pH	CDK5 p35 inh	CAL PDZ FP-2	Tat export inh	cardiac RTF act
O=C(c1cc(C2CC2)nn1-c1ccccc1)N1CCN(c2ccccc2O)CC1	-9	.	-3	2	4	-1	0.6	-0.2	6	3
N#CC1(C#N)OC12CCS(=O)(=O)c1ccccc12 (stereo unspecified)	-4	-2	-5	3	1	-1	1.7	0.3	-7	2
Cn1cc(Cl)nc1C(O)c1ccccc1 (stereo unspecified)	-6	-4	1	-2	1	-1	-0.2	-0.5	7	10
COc1cccc(C(N)=O)c1OC(=O)Cc1ccccc1F	-5	0	6	-4	-2	0	-0.3	-0.6	-2	-2
CC1=NNC(=O)C1CC(=O)N/N=C/C(C)=C/c1ccccc1 (stereo unspecified)	-7	1	5	1	0	-2	1.6	0.3	-3	3
COc1ccc(-c2csc(NC(=O)c3ccc(S(=O)(=O)N4CCc5ccccc5C4)cc3)n2)cc1	-22	-3	10	-5	-5	-2	-0.3	-1.7	-1	6

The list continues.
SMILES	MITF TRPM1 HTS	CAL PDZ FP-1	dFosB act	Rtt109 HAT inh	Wnt act	V-ATPase pH	CDK5 p35 inh	CAL PDZ FP-2	Tat export inh	cardiac RTF act
CCOC(=O)Cc1csc(NC(=O)c2sc3nc4ccc(CC)cc4cc3c2N)n1	17	-1	-13	-4	-8	1	-1.1	-3.6	16	-14
O=S(=O)(c1ccccc1)N1CCN(C(=S)NC2CCCC2)CC1	2	-3	-4	10	1	-2	-0.3	-1.3	1	3
Cc1ccsc1/C=N/Nc1nc2ccccc2[nH]1	48	-7	3	1	115*	1	3.5	-0.3	-1	-5
CC(C)OC(=O)Nc1ccc2c(c1)N(C(=O)CCN1CCN(CCO)CC1)c1ccccc1CC2	0	-4	-5	-24	0	5	-0.8	-8.2	-6	-2
O=C(COC(=O)C12CC3CC(CC(C3)C1)C2)NCc1ccccc1	3	-1	-5	8	0	5	-1.3	-1.4	-9	-1
Cc1ncc([N+](=O)[O-])n1CC(=O)Nc1ccc(F)cc1	7	-8	5	1	5	0	-0.8	-1.8	-2	2
COc1ccc(NC(=O)Cn2cc(C(=O)c3ccco3)c3ccccc32)cc1	.	-5	45*	5	2	-2	0.0	-3.1	-4	2
COC(=O)C1CC(O)CN1S(=O)(=O)c1ccc2ccccc2c1 (stereo unspecified)	6	0	4	7	1	-4	-0.4	-0.3	0	0
O=C(Nc1ccccc1)ON=C1c2ccccc2-c2ccccc21	-13	-2	-11	-6	0	1	8.2	-3.0	-15	-6
CCOCCCNCc1cc(Cl)ccc1OCC	13	-1	-1	-1	1	2	1.6	-0.5	-2	-4
CCCCN(C(=O)c1cc(S(=O)(=O)N2CCOCC2)ccc1F)c1c(N)n(CCCC)c(=O)[nH]c1=O	5	5	-4	-14	-3	1	-0.3	-0.4	-6	-3
CC1(C)CC(=O)c2c(S(C)(=O)=O)sc(Br)c2C1	.	14	7	4	-2	-4	-0.7	-1.1	-2	2
CC(C)c1ccc(NC(=O)c2ccccc2NC(=O)C2CCCCC2C(=O)O)cc1 (stereo unspecified)	49	-1	-6	1	35*	5	-0.4	0.3	0	-2
CC(=O)c1cc2c(cc1N/C(=N/S(=O)(=O)c1ccc(C)cc1)c1ccc(Cl)cc1)OCO2	12	-5	-1	-2	.	-7	0.8	-1.8	-1	-5
CCCN1C(=O)c2cc(C(=O)Nc3cccc(C(C)=O)c3)ccc2C1Nc1cccc(C(C)=O)c1 (stereo unspecified)	-11	1	-7	5	-4	-2	-0.9	-5.3	1	1
O=C(Nc1nc(-c2cccs2)c(-c2ccccc2)s1)c1ccco1	-1	8	-8	11	.	4	-1.5	-0.9	12	2
Cc1c(N)cccc1-c1nc2ccccc2[nH]1	10	-6	-1	-3	25	2	-0.7	.	-9	10
COCCn1c(C)cc(C(=O)COc2ccc(N(C)S(=O)(=O)c3ccc(C)cc3)cc2)c1C	-7	.	-11	11	1	5	0.7	0.3	7	-1
O=[N+]([O-])c1ccccc1S(=O)(=O)Nc1cccc(-c2ccc3nncn3n2)c1	-16	5	0	3	-1	-7	-2.2	-1.2	-3	1
CC(=O)N1CCC(C(=O)N2CCN(S(=O)(=O)c3ccc(F)cc3)CC2)CC1	8	-2	-1	-1	1	2	0.7	-2.4	6	-2
C/C(=N\O)c1ccc(Cl)cc1Cl	.	-3	4	-4	2	2	0.5	-0.5	-1	1

Compound activity: PubChem BioAssay, several laboratories
